# RXFP1 antag = qHTS Assay for Antagonists of the Relaxin Receptor RXFP1; HEK293-RXFP1, relaxin-stimulated cAMP HTRF, 30 min; stronger effect = lower value; activity change, negative = inhibition, % at 57.5 µM; actives 0.59% (n = 350,000); AID 1259400, 2018;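 active means activity change of -60% or lower, but not beyond a set lower limit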; further: on the % scale 0 is the no-effect control and ±100 the full control effect
# D1 potentiator = Potentiators of Human D1 Dopamine Receptor: qHTS | potentiation, % at 10 µM | HEK293 TREx D1 cells, calcium flux, dopamine EC20 potentiation | AID 504651, 2011 | D(1A) dopamine receptor (Homo sapiens), P21728 | actives 0.036% (n = 360,000); in the data active means potentiation above about 30%; further: 0% is about no effect
# TRHR agonist = qHTS for Small Molecule Agonists and Allosteric Enhancers of Human TRH Receptor: Primary Screen for Agonists; Thyrotropin-releasing hormone receptor (Homo sapiens), P34981; TRHR cells, calcium flux fluo-8, FDSS agonist mode; activation, % at 2 µM; actives 0.18% (n = 360,000); AID 493084, 2011; further: 0% is about no effect
# Target sequence (P34981 whole entry, looked up): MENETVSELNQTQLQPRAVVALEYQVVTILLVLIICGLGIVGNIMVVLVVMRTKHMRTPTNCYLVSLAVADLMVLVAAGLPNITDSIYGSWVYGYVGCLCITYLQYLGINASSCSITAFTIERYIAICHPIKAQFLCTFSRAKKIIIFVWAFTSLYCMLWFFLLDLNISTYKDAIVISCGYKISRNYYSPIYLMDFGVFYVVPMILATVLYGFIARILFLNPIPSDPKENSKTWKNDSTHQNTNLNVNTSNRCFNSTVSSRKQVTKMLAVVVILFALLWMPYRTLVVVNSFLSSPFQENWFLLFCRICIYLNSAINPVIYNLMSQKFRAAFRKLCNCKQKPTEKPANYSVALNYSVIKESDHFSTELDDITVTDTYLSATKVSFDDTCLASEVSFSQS
#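 TRHR-expressing cells, plated overnight in medium with 10% serum, were loaded with fluo-8 calcium dye at room temperature. After a 10 s baseline, library compound was pin-added and calcium release was recorded kinetically (ex 480/em 530) as agonist response.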
# D2 antagonist = HTS Assay for Allosteric Antagonists of the Human D2 Dopamine Receptor: Primary Screen for Antagonists. D(2) dopamine receptor (Homo sapiens), P14416. HEK293 TREx D2 cells, calcium flux, dopamine EC80. inhibition, % at 10 µM. actives 2% (n = 340,000). AID 485344, 2010; in the data active means inhibition above about 30%; further: 0% is about no effect
# Target sequence (P14416 whole entry, looked up): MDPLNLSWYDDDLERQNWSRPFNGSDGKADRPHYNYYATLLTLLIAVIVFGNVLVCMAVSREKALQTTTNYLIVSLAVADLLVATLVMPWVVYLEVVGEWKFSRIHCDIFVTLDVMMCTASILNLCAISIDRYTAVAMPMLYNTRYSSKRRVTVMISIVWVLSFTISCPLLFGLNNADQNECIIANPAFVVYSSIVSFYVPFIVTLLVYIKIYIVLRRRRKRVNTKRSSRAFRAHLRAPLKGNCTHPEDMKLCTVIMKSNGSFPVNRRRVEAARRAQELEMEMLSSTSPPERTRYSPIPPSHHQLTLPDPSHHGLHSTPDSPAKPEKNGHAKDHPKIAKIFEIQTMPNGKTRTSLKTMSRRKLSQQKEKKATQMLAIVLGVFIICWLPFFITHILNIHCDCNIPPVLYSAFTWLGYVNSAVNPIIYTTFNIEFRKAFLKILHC
#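 Read-out: kinetic calcium fluorescence (1 cycle/s) in inducible HEK293 T-REx D2 cells after an EC80 dopamine addition that followed 180 s compound preincubation. Loss of the dopamine response indicates antagonism.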
# D1 antagonist = Antagonist of Human D 1 Dopamine Receptor: qHTS; D(1A) dopamine receptor (Homo sapiens), P21728; HEK293 TREx D1 cells, calcium flux, dopamine EC80; stronger effect = lower value; activity change, negative = inhibition, % at 10 µM; actives 3.2% (n = 360,000); AID 504652, 2011; in the data active means activity change below about -30%; further: on the % scale 0 is the no-effect control and ±100 the full control effect
#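 Antagonism measured as reduced calcium response to an EC80 dopamine addition following 180 s compound pre-read; cells were inducible HEK293 Trex D1 plated overnight at 30 C, read kinetically at 1 cycle/sec.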
# TRHR enhancer = qHTS for Small Molecule Agonists and Allosteric Enhancers of Human TRH Receptor: Primary Screen for Enhancers. Thyrotropin-releasing hormone receptor (Homo sapiens), P34981. TRHR cells, fluo-8 calcium fluorescence, EC20 TRH enhancement. enhancement, % at 2 µM. actives 0.66% (n = 360,000); in the data active means enhancement above about 30%; further: 0% is about no effect
#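 Enhancer read-out: after compound pinning and an initial kinetic agonist-mode read, an EC20 of TRH (10 nM final) was injected and fluo-8 calcium signal (Ex 480/Em 530) followed at 1 s/cycle for 100 cycles in TRHR-expressing cells.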
# D1 agonist = Allosteric Agonists of the Human D1 Dopamine Receptor: qHTS; activation, % at 2 µM; HEK293 T-REx D1 cells, calcium flux, agonist mode; actives 1% (n = 360,000); D(1A) dopamine receptor (Homo sapiens), P21728; further: 0% is about no effect
#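 Inducible HEK293 T-REx D1 cells, force-coupled to calcium signalling, were plated at 4000 cells/well with tetracycline and held overnight at 30 C. After no-wash calcium dye loading, compound-evoked calcium rise over 180 s flagged agonists.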
# D2 agonist = HTS Assay for Allosteric Agonists of the Human D2 Dopamine Receptor: Primary Screen for Agonists; D(2) dopamine receptor (Homo sapiens), P14416; HEK293 T-REx D2 cells, calcium flux agonist mode; activation, % at 2 µM; AID 485358, 2010; actives 0.53% (n = 340,000);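 active means activation over 3 SD above normal in the single-dose calcium agonist read, cut at about 30% in these data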; further: 0% is about no effect
#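 Calcium-flux readout, 1 cycle/sec over 180 s following compound pin transfer, in inducible HEK293 Trex D2 cells (force-coupled); dopamine controls included. Positive calcium responses during this window marked compounds as potential agonists.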
# D2 potentiator = HTS Assay for Positive Allosteric Modulators of the Human D2 Dopamine Receptor: Primary Screen for Potentiators. D(2) dopamine receptor (Homo sapiens), P14416. HEK293 T-REx D2, calcium flux, EC20 dopamine potentiation. potentiation, % at 10 µM. actives 0.34% (n = 340,000). AID 485347, 2010;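 active means potentiation over 3 SD above the plate norm, cut at about 30% in these data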; further: 0% is about no effect
#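 Potentiation of an EC20 dopamine calcium response is measured in a force-coupled, tetracycline-inducible Hek293 Trex D2 line. Compound-only kinetic reads over 180 s flag agonists before dopamine addition.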
# An asterisk follows results filed as active; nt = no result given; & = joins results of further samples. Unless noted, no stated cut-off is given here; in the data, active means activation above about 30%; inactive means the rest.
1: CCOC(=O)Nc1ccc(N2CCOCC2)c(S(=O)(=O)N2CCOCC2)c1
2: CCOC(=O)c1c(NC(=O)c2ccoc2C)sc(C(=O)N(C)C)c1C
3: COc1cccc(OCCOc2cccc(/C=N/n3cnnc3)c2)c1
4: COC(C[C@@H](O)[C@@H](C)[C@H](O)COCc1ccccc1)OC
5: O=[N+]([O-])/C=C1\C=CC=CN1Cc1ccc(Cl)cc1
6: COc1cc(/C=C/C(=O)OCC(=O)N2CCOCC2)ccc1OCC#N
7: O=C(Cc1ccccc1)Nc1scc(-c2ccccc2)c1C(=O)N1CCOCC1
8: CC(NC(=O)CSc1ncnc2nc[nH]c12)c1ccccc1 (stereo not drawn)
Screen / compound no.	1	2	3	4	5	6	7	8
D1 agonist	2.5	-1.3	4.6	4.1	0.6	2.2	-2.0	1.6
D2 antagonist	16.5	9.0	0.4	nt	0.5	11.6	0.7	5.7
RXFP1 antag	4.6	2.5	7.9	nt	-6.4	-5.0	-0.7	8.1
D2 agonist	0.1	0.5	-1.5	nt	0.6	-2.6	-0.3	-1.2
D1 potentiator	0.4	18.2	-0.9	-0.2	-1.1	23.6	0.8	-2.2
TRHR agonist	0.4	-0.5	-0.2	0.0	0.5	0.2	-0.5	-0.4
TRHR enhancer	10.5	2.8	-1.8	-6.1	2.2	0.7	-1.4	-0.5
D1 antagonist	32.4	1.6	-3.1	-27.5	9.4	7.8	-6.0	0.4
D2 potentiator	2.9	-1.5	-1.8	21.8	-1.7	-1.0	4.3	-0.6

9: CCC[C@H]1COCCS(=O)(=O)N1Cc1ccccc1F
10: CCCCn1c(N)c(N(CCOC)C(=O)COC(=O)Cc2cccc(OC)c2)c(=O)[nH]c1=O
11: CCc1nn(CCCC(=O)NCc2ccc(C)cc2)c(=O)c2cc3occc3n12
12: CC(C)NC(=O)CSc1nnc(CNC(=O)OC(C)(C)C)n1C
13: Cc1ccc(C)c(NC(=O)N2CCC(N3CCN(Cc4ccc(F)cc4)C(=O)C3=O)CC2)c1
14: COc1ccccc1C(=O)NNC(=S)NC(=O)c1sc2ccccc2c1Cl
15: COc1ccc(NC(=O)CSc2cn(CCNC(=O)c3ccc(OC)cc3)c3ccccc23)cc1
16: Cc1ccc2c(CN3CCN(Cc4ccc5c(c4)OCO5)CC3)cc(=O)oc2c1C
Screen / compound no.	9	10	11	12	13	14	15	16
D1 agonist	0.2	1.8	2.9&-2.5	0.4	2.4	213.2*	-0.4	-0.2
D2 antagonist	-3.9	14.0	-6.9	-6.5	nt	22.5	nt	24.6
RXFP1 antag	nt	1.2	1.2	-14.4	7.4	-6.9	nt	-8.3
D2 agonist	-0.6	0.2	1.3&0.8	0.3	-0.1	21.9	2.2	0.4
D1 potentiator	-7.0	-1.6	-1.4&0.0	4.7	0.4	9.2	-4.9	5.2
TRHR agonist	-0.7	0.0	-1.8&-1.5	0.6	-2.2	10.7	-0.2	-0.8
TRHR enhancer	2.8	-2.9	26.3&0.9	3.6	1.4	6.1	-11.5	-1.3
D1 antagonist	-19.1	-12.0	-27.3&2.6	-8.2	0.5	8.6	14.2	4.7
D2 potentiator	-7.1	8.1	-1.8&-0.7	-18.5	16.5	-10.3	-25.3	-15.4

17: CC(=O)/C(=C/c1ccccc1)C(=O)Nc1ccccc1C
18: COc1ccc(CNC(=O)C2CCN(c3nc(-c4ccccc4)nc4c3CCC4)CC2)cc1
19: CC(=O)Nc1nonc1-c1nnc(SCC(=O)Nc2ccccc2)n1-c1ccccc1
20: COc1ccccc1NC1=NC(CO)(CO)CS1
21: O=C(CSc1ccccc1)NCCSCc1ccccc1
22: Cc1cc(C)c(S(=O)(=O)NNC(=O)C2CCN(Cc3ccccc3)CC2)c(C)c1
23: CC(C)C(NC(=O)COc1ccc2ccccc2c1)C(=O)N/N=C/C=C/c1ccccc1 (stereo not drawn)
24: Cc1ccc(C(=O)CNc2ccccc2)cc1
Screen / compound no.	17	18	19	20	21	22	23	24
D1 agonist	-0.6	7.0	-1.8	1.4	-0.6	9.9	1.2	3.1
D2 antagonist	15.2	-6.6	nt	-9.0	-5.7	17.9	4.4	-13.1
RXFP1 antag	-25.3	-11.3	0.5	1.1	13.5	-11.6	-6.5	0.4
D2 agonist	1.0	-0.5	-0.1	0.4	-1.4	0.6	-1.0	0.1
D1 potentiator	0.3	-3.8	0.8	-4.5	13.8	3.2	-2.0	1.3
TRHR agonist	0.1	0.7	-0.7	0.1	-0.9	-0.2	0.7	-1.2
TRHR enhancer	-0.1	0.5	-3.1	1.2	-3.0	2.2	1.1	0.2
D1 antagonist	-10.3	-1.9	5.8	-1.6	11.0	-6.1	-7.5	-3.7
D2 potentiator	7.8	0.7	12.4	-8.4	2.8	-15.3	3.7	4.1

# D1 agonist, what is marked active above
entry | compound | D1 agonist | D2 antagonist | RXFP1 antag | D1 potentiator | TRHR agonist | TRHR enhancer | D1 antagonist | D2 potentiator
14 | COc1ccccc1C(=O)NNC(=S)NC(=O)c1sc2ccccc2c1Cl | 213.2* | 22.5 | -6.9 | 9.2 | 10.7 | 6.1 | 8.6 | -10.3

# Next section
25: Cn1c(=O)oc2cc(S(=O)(=O)NCc3ccco3)ccc21
26: CC1(C)Cc2c(cnn2-c2ccccc2)-c2c1c1ccccc1n2CC(O)CBr (stereo not drawn)
27: COc1cc(C(=O)NC(=S)NCc2ccco2)cc(OC)c1OC
28: COc1cc([C@@H]2C[C@H]3CN(c4ccccc4)C(=O)[C@]34CCCN24)cc(OC)c1OC
29: CCC1CCCCN1S(=O)(=O)c1ccccc1[N+](=O)[O-] (stereo not drawn)
30: O=C(O)C(=O)/C(=C\c1cccc2ccccc12)c1ccc2ccccc2n1
31: COc1cccc(CNC23CC4CC(CC(C4)C2)C3)c1OCc1ccccc1
32: CC(C)n1c(O)c(N=Nc2ccccn2)c2ccccc21
Screen / compound no.	25	26	27	28	29	30	31	32
D1 agonist	2.2	1.1	9.6	0.2	1.3	31.3*	28.7	1.9
D2 antagonist	8.0	-12.3	3.1	12.9	9.9	-10.0	14.2	-10.1
RXFP1 antag	9.5	-25.1	-0.6	9.1	5.0	3.6	-7.8	-10.2
D2 agonist	-0.2	1.0	0.3	0.4	0.4	4.4	3.6	-1.9
D1 potentiator	nt	4.4	-7.8	-1.1	-2.1	-2.6	-7.2	3.3
TRHR agonist	-0.6	0.9	-1.7	1.5	-0.5	3.2	3.9	0.6
TRHR enhancer	6.5	1.7	1.7	6.0	-0.2	-2.0	-4.4	7.8
D1 antagonist	14.8	14.9	-5.0	-40.8*	-2.2	3.3	nt	4.4
D2 potentiator	28.5	1.7	7.0	-15.0	9.7	-3.4	-0.5	11.8

33: CC(C)CC(=O)c1c[nH]c(C(=O)O)c1
34: CC(CNC(=O)C1CCN(Cc2cc3ccccc3n2Cc2ccccc2)CC1)c1ccccc1 (stereo not drawn)
35: CC(C)(C)c1ccc(/C=N/N2C(=O)CSC2=S)cc1
36: CCCOC(=O)c1ccc(Cn2nnc3sc4c(c3c2=O)CCC(C)C4)cc1 (stereo not drawn)
37: Cc1cc([N+](=O)[O-])ccc1NC(=O)c1cccc(NC(=O)C(C)C)c1
38: NNC(=O)c1ccc(Cn2cccn2)o1
39: Cc1ccc(S(=O)(=O)N2CCN(C(=O)CSc3ccc(F)cc3)CC2)cc1
40: COc1cccc(CSc2nc3n(n2)C(CC(C)C)C(C(=O)Nc2ccccc2OC)=C(C)N3)c1 (stereo not drawn)
Screen / compound no.	33	34	35	36	37	38	39	40
D1 agonist	1.8	2.9	2.9	0.7	4.6	4.6	1.0	2.6
D2 antagonist	0.4	nt	2.7	nt	-0.1	-0.9	-5.4	nt
RXFP1 antag	2.0	-11.3	-16.8	-9.7	-11.9	-11.6	-1.1	-1.1
D2 agonist	0.0	-0.2	1.9	nt	-0.6	-0.9	-0.1	0.3
D1 potentiator	-0.9	-2.9	-6.3	-3.1	-0.3	-3.1	-7.2	0.2
TRHR agonist	1.2	0.5	1.7	1.1	1.0	0.1	0.2	0.1
TRHR enhancer	-3.4	0.6	4.5	-0.4	-0.9	-0.8	-0.5	0.3
D1 antagonist	6.2	-7.9	11.4	0.6	0.8	-15.9	1.2	20.2
D2 potentiator	-13.6	3.4	0.7	2.2	4.4	-5.9	4.2	nt

41: Cc1ccc(C)c(N2CCN(C(=O)C3CCN(c4nc(C)cc(C)n4)CC3)CC2)c1
42: O=c1cc(COn2nnc3ccc(C(F)(F)F)cc32)nc2sccn12
43: O=C(CCC(NC(=O)OCc1ccccc1)C(=O)OCc1ccccc1)NCC(=O)OCc1ccccc1 (stereo not drawn)
44: O=C(CCC(=O)Nc1nnc(C2CCCCC2)s1)NCc1cccs1
45: CCN(CC(=O)Nc1ccc(OC)cc1)C(=O)CSCc1ccc(C)cc1
46: O=C(Nc1ccccc1)c1ccc(F)c(S(=O)(=O)N2CCOCC2)c1
47: CN(C)C(=O)c1snnc1-c1ccccc1
48: Cc1onc(-c2ccccc2)c1C(=O)Nc1ccc(S(=O)(=O)NC(C)(C)C)cc1
Screen / compound no.	41	42	43	44	45	46	47	48
D1 agonist	-0.4	5.7	18.0	4.0	-0.4	7.5	4.1	8.6
D2 antagonist	-8.7	-16.6	-1.2	-17.1	7.1	-1.8	-12.5	-16.5
RXFP1 antag	-0.7	0.1	-11.4	1.2	2.5	-5.3	-3.0	-15.3
D2 agonist	-0.2	-1.2	0.2	-0.2	0.0	1.4	0.1	-0.9
D1 potentiator	1.3	-7.5	-1.4	5.4	-5.6	-6.0	-2.5	-1.9
TRHR agonist	-0.2	-0.5	1.4	-0.6	4.2	0.7	0.1	-1.6
TRHR enhancer	-6.0	8.3	-1.9	7.4	-2.2	-5.1	7.5	8.8
D1 antagonist	-17.3	-4.4	-13.7	4.3	-13.1	-7.5	-5.0	-7.7
D2 potentiator	2.2	5.5	0.7	18.5	-3.6	-1.9	4.7	3.8

# Some entries already given, showing only D2 antagonist and D1 agonist.
item	Structure	D2 antagonist	D1 agonist
38	NNC(=O)c1ccc(Cn2cccn2)o1	-0.9	4.6
39	Cc1ccc(S(=O)(=O)N2CCN(C(=O)CSc3ccc(F)cc3)CC2)cc1	-5.4	1.0
40	COc1cccc(CSc2nc3n(n2)C(CC(C)C)C(C(=O)Nc2ccccc2OC)=C(C)N3)c1 (stereo not drawn)	nt	2.6
41	Cc1ccc(C)c(N2CCN(C(=O)C3CCN(c4nc(C)cc(C)n4)CC3)CC2)c1	-8.7	-0.4
